Screening data: PubChem BioAssay, Sanford-Burnham Center for Chemical Genomics
H9c2 TAG inh: reduces triacylglycerol accumulation in H9c2 cells | Nile Red lipid (TAG) fluorescence; cells loaded with 200 µM oleic acid | inhibition, % at 12.5 µM | 0.66% of 230,000 active | AID 651582;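 active means pattern-corrected inhibition of lipid staining of at least 50% with the nuclear-stain viability signal not falling by more than 50%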;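 further: 0% = DMSO wells and 100% = triacsin C control wells; some results filed as inactive read as strong as hits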
H9c2 TAG inh DAPI viability: further read-out of H9c2 TAG inh, marked with its call; DAPI nuclei signal change (viability), lower = more cytotoxic, %;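 whole-well DAPI fluorescence read on a plate reader as a viability signal; minus 50 percent equals half of cells still viable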
Active calls of the source: *; i = inactive. A portion of the library. The share of hits here may be higher or lower than overall.

The line under a structure holds: H9c2 TAG inh | H9c2 TAG inh DAPI viability
C=C1N2CCC(CC2)C1(O)c1ccc(C)cc1 (stereo not drawn)
    8.0 | -0.6
COc1ccc2c(c1)C1(C(=O)O)CC=CCC1(C(=O)O)C2 (stereo not drawn)
    4.7 | -10.4
COc1ccc(-n2c(=S)[nH]c3ccc(C)cc3c2=O)cc1
    12.2 | -7.4
COC(=O)C1=C(c2cccc(OC)c2OC)C[C@@H]2CC[C@H]1N2C(=O)NCc1ccc(C(F)(F)F)cc1
    -8.4 | -2.8
c1cnc(N2CCNCC2)nc1
    -1.3 | -0.5
COC(=O)C1=C(c2ccc(-c3ccccc3)c(F)c2)C[C@@H]2CC[C@H]1N2C(=O)N1CCC(C)CC1
    -8.1 | -0.7
C#CCNc1ccncc1S(=O)(=O)NC(=O)NC(C)C
    11.0 | -5.8
Cc1ccc(C2NC(=S)NC(c3ccc(C)cc3)C23C(=O)NC(=O)NC3=O)cc1 (stereo not drawn)
    2.7 | 5.0
COc1cccc(-c2nc3ccc(N4CCN(C)CC4)cc3[nH]2)c1
    9.4 | i
COc1ccc(C2SCC(=O)Nc3c2c(=O)[nH]n3C2CCCCC2)cc1 (stereo not drawn)
    -8.9 | -3.2
C=CCN1C(=O)NC(=O)/C(=C/c2ccc(OC)c(CSc3ccccn3)c2)C1=O
    8.5 | -5.8
O=C1NC(=O)C(=Cc2ccccc2Oc2ccc(F)cc2)C(=O)N1
    6.4 | -2.5
Nc1ccc(N2CCN(Cc3ccccc3Cl)CC2)c(Cl)c1
    14.6 | 0.5
CCOc1ccc(C(C)=O)cc1Cc1c(O)[nH]c(=S)[nH]c1=O
    -7.0 | 6.3
CNC(=O)Oc1cc2c(cc1C(C)(C)C)CCC2
    -6.4 | -5.3

The final seven entries of the section above lead into the next:
The line under a structure holds: H9c2 TAG inh | H9c2 TAG inh DAPI viability
COc1cccc(-c2nc3ccc(N4CCN(C)CC4)cc3[nH]2)c1
    9.4 | i
COc1ccc(C2SCC(=O)Nc3c2c(=O)[nH]n3C2CCCCC2)cc1 (stereo not drawn)
    -8.9 | -3.2
C=CCN1C(=O)NC(=O)/C(=C/c2ccc(OC)c(CSc3ccccn3)c2)C1=O
    8.5 | -5.8
O=C1NC(=O)C(=Cc2ccccc2Oc2ccc(F)cc2)C(=O)N1
    6.4 | -2.5
Nc1ccc(N2CCN(Cc3ccccc3Cl)CC2)c(Cl)c1
    14.6 | 0.5
CCOc1ccc(C(C)=O)cc1Cc1c(O)[nH]c(=S)[nH]c1=O
    -7.0 | 6.3
CNC(=O)Oc1cc2c(cc1C(C)(C)C)CCC2
    -6.4 | -5.3
Cc1ccc(CN2CCCC(C(=O)c3sccc3C)C2)o1 (stereo not drawn)
    -4.5 | 5.1
Cc1ccc(/C=C2/C(=O)NC(=O)N(C)C2=O)cc1
    -2.7 | 10.5
Cc1ccc2cccc(OC(=O)N(C)c3ccccc3)c2n1
    -10.6 | -4.0
COCCO[C@H]1CCC2C3CC=C4C[C@@H](O)CC[C@]4(C)C3CC[C@@]21C (stereo partly drawn)
    -9.8 | 2.5
CC(=NCc1ccc2c(c1)OCO2)c1c(O)n(-c2ccccc2)c(=O)[nH]c1=O
    -22.6 | 2.5
c1cncc(CNCCc2ccc3c(c2)OCO3)c1
    12.5 | -8.2
COc1cc(CNCCc2c[nH]c3ccccc23)cc(OC)c1OC
    -15.1 | 12.2
CN(C)P1(N(C)C)=NC(C(F)(F)F)=NC(C(F)(F)F)=N1
    6.6 | 7.0
COC(=O)C1=C(c2ccc(F)cc2F)C[C@@H]2CC[C@H]1N2C(=O)NCCCOC(C)C
    14.8 | 0.4
N#CC1=C(N)Oc2c(c(=O)sc3ccccc23)C1c1cccnc1 (stereo not drawn)
    0.7 | 11.9
CCCNC(=O)N1[C@H]2CC[C@@H]1C(C(=O)OC)=C(c1cccc(C#N)c1)C2
    -2.1 | -20.0
Cc1ccc(-n2c(O)c(C=NCc3ccco3)c(=O)[nH]c2=S)cc1C
    4.2 | -5.9
CC(c1ccc(F)cc1)n1cc(C(=O)NCc2ccc3c(c2)OCO3)nn1 (stereo not drawn)
    -3.0 | 5.5
C=CCn1c(O)c(C(CC)=NCc2ccco2)c(=O)[nH]c1=O
    -4.4 | 3.7
COC(=O)C1=C(c2cc3ccccc3s2)C[C@@H]2CC[C@H]1N2C(=O)NC(C)C
    -6.6 | 1.8
Cc1ccccc1N1C(=O)CC(=O)N(c2ccccc2C)C1=O
    -6.7 | 1.4
CCOC1=C(N2CC2)C(=O)C(OCC)=C(N2CC2)C1=O
    -9.6 | 5.9
N#CC(=C(O)c1ccc(S(=O)(=O)N(CCCl)CCCl)cc1)c1nc2ccccc2[nH]1
    -4.3 | 26.1
Oc1ccc(CC2(N3CCCC3)CCCCC2)cc1
    5.2 | -2.6
CCOC(=O)CC(SP1(=S)OCC2(CCCCO2)C(C2CCCCO2)O1)C(=O)OCC (stereo not drawn)
    -13.2 | 6.3
CCN1CCN(c2ccc(N)c(C)c2)CC1
    14.9 | 6.5
C[C@]12CC[C@H](O)CC1=CCC1C2CC[C@]2(C)C(=O)[C@H](Br)CC12 (stereo partly drawn)
    4.0 | 8.6
O=c1[nH]c(=S)n(C2CC2)c(O)c1C=NCCN1CCOCC1
    -2.1 | 5.1
CCCCCn1c(=O)c(C(=O)NCc2ccc(Cl)cc2)c(O)c2ccccc21
    4.7 | -1.0
CC(=O)[C@H]1CCC2C3CC[C@H]4C[C@@H](O)CC[C@]4(C)C3CC[C@@]21C (stereo partly drawn)
    0.1 | -7.7
Cc1cc(OC(=O)c2cccs2)c2c3c(c(=O)oc2c1)CCCC3
    -2.9 | -1.4
C[C@]12CCC3C(CC[C@H]4C[C@@H](O)CC[C@]34C)C1C[C@@H](O)[C@@H]2O (stereo partly drawn)
    13.5 | -10.4
COC(=O)C1=C(N)Oc2c(c(=O)oc3ccccc23)[C@]12C(=O)N(C)c1ccccc12
    -0.2 | -4.8
CCC1(Cc2ccccc2)C(=O)NC(=S)N(C)C1=O (stereo not drawn)
    2.0 | 7.4
COc1ccc(OC)c(/C=N/OC(=O)Nc2ccc(Cl)cc2)c1
    24.9 | -7.8
CN1[C@@H]2CC[C@H]1CC(OC(=O)C1C=Nc3ccccc31)C2 (stereo partly drawn)
    1.6 | -13.2
CC(C)C(=O)c1cn(Cc2ccc(C#N)cc2)c2ccccc12
    -15.9 | -1.9
CCN1CCN(C(=O)Cc2ccccc2OC)CC1
    -2.4 | 5.1
COc1ccc(S(=O)(=O)N2CCOCC2)cc1NC(=O)COC(=O)Cc1ccccc1
    12.7 | -11.2
COc1ccc(N/N=C/c2c(O)n(-c3cccc(C)c3)c(=O)[nH]c2=O)cc1
    -20.3 | -1.3
C=CCN1CC[C@]23c4c5ccc(O)c4O[C@H]2/C(=N/NC(=O)c2ccccc2)CC[C@@]3(O)[C@H]1C5
    -14.7 | 0.3
CC1(C)N2CC3([N+](=O)[O-])CN1CC([N+](=O)[O-])(C2)C3
    -1.3 | 0.7
C=CCn1c(O)c(C(C)=Nc2cc(OC)ccc2OC)c(=O)[nH]c1=O
    9.4 | 6.4
Cn1c(O)c(C(=Nc2ccccc2)SCc2ccccc2Cl)c(=O)n(C)c1=O
    -6.9 | -11.5
CN1CCc2nc3sc(C(=O)NC4CC4)c(N)c3cc2C1
    0.7 | 10.2
CN1CCCC(C(=O)c2ccccc2)C1 (stereo not drawn)
    -12.8 | 9.3
CC(C)CNC(=O)c1c(N)n(Cc2ccco2)c2nc3ccccc3nc12
    39.3 | 48.7
O=C(O)[C@H]1NC[C@H]2C[C@H]21
    -5.0 | -1.8
O=C(Nc1ccc(Cl)cc1)Nc1nccs1
    46.6 | -18.6
CCOc1cccc(N2C(=O)CC(=O)NC2=O)c1
    -5.1 | -2.4

Look-ups from the entries so far.
H9c2 TAG inh DAPI viability with CN1[C@@H]2CC[C@H]1CC(OC(=O)C1C=Nc3ccccc31)C2 (stereo partly drawn) → -13.2
H9c2 TAG inh with CC(C)C(=O)c1cn(Cc2ccc(C#N)cc2)c2ccccc12 → -15.9
H9c2 TAG inh with Cn1c(O)c(C(=Nc2ccccc2)SCc2ccccc2Cl)c(=O)n(C)c1=O → -6.9
H9c2 TAG inh DAPI viability with CCOc1cccc(N2C(=O)CC(=O)NC2=O)c1 → -2.4

The list continues.
The line under a structure holds: H9c2 TAG inh | H9c2 TAG inh DAPI viability
FC(F)(F)c1ccc(CN2CCNCC2)cc1
    -11.5 | 11.4
Cc1ccc2c(C)c3ccc4ccccc4c3c[n+]2c1
    -9.4 | 17.7
COc1cc(N2CCOCC2)ccc1/C=C1\C(=O)NC(=O)N(Cc2ccc3c(c2)OCO3)C1=O
    8.7 | -6.3
NCCc1c(Cc2ccccc2)[nH]c2ccccc12
    4.3 | -6.2
Oc1ccc(-[n+]2c(-c3ccccc3)cc(-c3ccccc3)cc2-c2ccccc2)cc1
    12.2 | -7.8
COc1cc(C)c(-c2nc(CN3C[C@@H]4C[C@@H](C3)c3cccc(=O)n3C4)c(C)o2)cc1C
    -3.9 | 6.1
Cc1cc(OCC(=O)N2CCN(CC(=O)N3CCOCC3)CC2)c(C(C)C)cc1Cl
    -5.0 | -1.8
O=C(O)Cc1cnc[nH]1
    4.7 | 0.9
O=C(CNC1CCCCC1)N1CCC2(CC1)OCCO2
    -20.2 | 5.3
O=P(N[C@@H](c1ccccc1)[C@@H]1C[C@H]1CO)(c1ccccc1)c1ccccc1
    -33.2 | -14.0
O=C1C2CCCN2C(c2ccc(Cl)cc2)N1c1ccccn1 (stereo not drawn)
    7.3 | -17.2
ClCCN(CCCl)c1ccc(-n2cnc3c(Cl)ncnc32)cc1
    28.3 | -2.6
NNC(=O)CN1C(=O)CN=C(c2ccccc2)c2cc(Br)ccc21
    -4.0 | 3.7
Oc1ccc(C2=CCNCC2)cc1O
    -17.4 | 6.7
COC(=O)C1=C(c2ccc(Cl)c(C(F)(F)F)c2)C[C@@H]2CC[C@H]1N2C(=O)NCCNC(C)=O
    7.5 | -3.8

Pulled one by one from above:
The line under a structure holds: H9c2 TAG inh | H9c2 TAG inh DAPI viability
O=C1C2CCCN2C(c2ccc(Cl)cc2)N1c1ccccn1 (stereo not drawn)
    7.3 | -17.2
O=C(O)Cc1cnc[nH]1
    4.7 | 0.9

Other results:
The line under a structure holds: H9c2 TAG inh | H9c2 TAG inh DAPI viability
O=[N+]([O-])c1ccc(N2CCCC2)c2ncccc12
    14.1 | -11.2
CCC(=NCc1ccc(F)cc1)c1c(O)n(C)c(=O)n(C)c1=O
    -74.4 | 4.3
CC(C)(C)NC(=O)C1CC2CCCCC2CN1 (stereo not drawn)
    -6.7 | 5.9
CC/C(=N\Nc1ccccc1)c1c(O)n(-c2ccc(OC)cc2)c(=O)[nH]c1=O
    -6.2 | 1.1
COc1ccc(C(=O)Oc2cccc3cccnc23)cc1S(=O)(=O)N1CCOCC1
    7.6 | -13.6
O=C1NC(=O)C(=Cc2cc3c(cc2[N+](=O)[O-])OCO3)C(=O)N1
    2.0 | 5.8
CCOC(=O)[C@@H]1[C@H]2COc3ccc(Br)cc3[C@H]2N2C(=O)N(c3cccc(C)c3)C(=O)[C@]12C
    -5.0 | -4.0
COC(=O)C1=C(c2cc3ccccc3s2)C[C@@H]2CC[C@H]1N2C(=O)NCCCOC(C)C
    -5.8 | -4.5
COc1ccc(C(=O)OC2C[C@H]3CC[C@H](C2)N3C)cc1OC (stereo partly drawn)
    -14.6 | 7.1
OC(CNC1CCCCC1)C(F)(F)F (stereo not drawn)
    1.9 | 3.6
COc1cc(CC(C)N)c(OC)cc1I (stereo not drawn)
    12.3 | 17.4
COc1ccc(C(=O)C2CCCN(CCc3ccccc3)C2)cc1OC (stereo not drawn)
    -4.9 | 2.0
COc1ccccc1N1CCN(Cc2ccccc2F)CC1
    -1.1 | -0.4
NC(=O)c1ccc(N=Cc2c(O)n(Cc3ccco3)c(=O)[nH]c2=O)cc1
    5.2 | -2.4
O=Cc1cn(Cc2ccc([N+](=O)[O-])cc2)c2ccccc12
    -38.4 | 9.8
CCn1cc(CN2CCCC(C(=O)c3cccc(C(F)(F)F)c3)C2)cn1 (stereo not drawn)
    6.5 | 0.9
CN1CCN(c2cc([N+](=O)[O-])ccc2Cl)CC1
    8.4 | -6.2
C=CCN1C(=O)/C(=C/c2ccc(Br)s2)C(=O)NC1=S
    -7.2 | 7.1
O=c1[nH]c(=O)n(-c2ccc(Br)cc2)c(O)c1C=NC(CO)(CO)CO
    2.2 | -3.5
CC(=O)Nc1ccccc1C(=O)OCc1cccc(F)c1
    -11.3 | 7.9
O=C(c1cc(S(=O)(=O)N2CCC3(CC2)OCCO3)ccc1F)N1CCC2(CC1)OCCO2
    10.5 | -11.6
COc1ccc(-c2nn(CCC#N)cc2C(=O)Nc2cccc([N+](=O)[O-])c2)cc1OC
    3.5 | 0.5
CCOC(=O)C1=C(C)OC(N)=C(C(=O)OCC)[C@@]12C(=O)N(CC(N)=O)c1ccccc12
    -12.5 | 0.6
Cc1cc(OC(=O)N(C)C)nc(-c2ccc(C)c(Cl)c2)n1
    -10.9 | -9.0
CCN(CCCl)Cc1ccccc1Br
    4.6 | 2.2
